# Furin inhibitor = human furin inhibitors, primary screen, biochemical, fluorescence intensity. P09958. purified furin, fluorogenic substrate cleavage. inhibition, % at 30 µM. 0.061% of 220,000 active. AID 463115, 2010; in the data active = inhibition above about 25%; also: inactives centre near -15
# EBV gp42 block = Epstein-Barr virus gp42 inhibitors, primary screen, biochemical, uHTS, fluorescence polarization. Glycoprotein 42 (Epstein-Barr virus (strain AG876)), Q1HVG2. 0.42% of 220,000 active. Fluorescence polarization binding assay, mP read-out. inhibition, % (tested at 21.74 µM); in the data active = inhibition above about 50%
# m-calpain inh = inhibitors of pig calpain II, primary screen, biochemical, fluorogenic peptide substrate, 1536-well; purified calpain II, 30 min; inhibition, % at 16 µM; 0.37% of 220,000 active; AID 1236, 2008;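 active = inhibition above about 50%, limit read from the data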
# TbHK1 inh = Trypanosoma brucei hexokinase 1 inhibitors, primary screen, biochemical, G6PDH-coupled NADH absorbance, MLSCN library; 0.11% of 220,000 active; recombinant TbHK1, G6PDH-coupled NADH A340; inhibition, % at 10 µM; AID 1430, 2008;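 active = inhibition of 50% or more in the single-dose primary screen; inactive = inhibition below 50%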
# Runt-SMMHC FRET = inhibitors of RUNX1 Runt–CBFb-SMMHC binding, primary screen, biochemical, FRET, Cerulean-Runt, Venus-CBFb-SMMHC, uHTS. 0.74% of 220,000 active. Cerulean-Runt/Venus-CBFb-SMMHC FRET ratio 530/480, 1 h. inhibition, % at 20 µM. AID 1434, 2008. Runt-related transcription factor 1 (Homo sapiens) + Core-binding factor subunit beta …;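 active = mean inhibition across duplicate retests at 20 µM reaching about 50%, limit read from the data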;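 also: 0% = DMSO wells and 100% = wells with excess untagged CBFb-SMMHC; inhibitors lower the FRET ratio by blocking Runt binding to CBFb-SMMHC; some results filed as inactive read as strong as hits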
# RBBP9 inh = human RBBP9 inhibitors, primary screen, biochemical, fluorescence polarization, FP-Rh probe, HTS | Serine hydrolase RBBP9 (Homo sapiens), O75884 | recombinant RBBP9 | inhibition, % at 7.94 µM | 0.2% of 220,000 active;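 active = inhibition above the campaign mean of all tested compounds plus 3 SD, cut at about 14% in these data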;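 also: plate controls were DMSO wells with RBBP9 for no effect and wells lacking RBBP9 protein for full effect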
# Target sequence (O75884 whole entry, looked up): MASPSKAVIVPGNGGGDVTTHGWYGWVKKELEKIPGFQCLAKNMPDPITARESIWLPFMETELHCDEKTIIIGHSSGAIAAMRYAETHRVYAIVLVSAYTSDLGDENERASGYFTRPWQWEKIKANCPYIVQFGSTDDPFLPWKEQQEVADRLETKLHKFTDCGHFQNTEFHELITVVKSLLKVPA
#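 Assay system: recombinant human RBBP9; Reagent: Serine-hydrolase probe FP-Rh, 375 nM pre-mixing; Doses: 7.94 µM single dose, 0.794% DMSO; Incubation: 30 min then 45 min, 25 °C; Detection: fluorescence polarization (mP), excitation 525 nm, emission 598 nm; Evaluation: percent inhibition from mP, scaled between DMSO and no-protein wells.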
# Runt-CBFb FRET = inhibitors of RUNX1 Runt–CBFb binding, primary screen, biochemical, FRET, Cerulean-Runt, Venus-CBFb, uHTS | Runt-related transcription factor 1 (Homo sapiens) + Core-binding factor subunit beta … | 0.46% of 220,000 active | inhibition, % at 20 µM | AID 1496, 2009 | Cerulean-Runt/Venus-CBFb FRET ratio 530/480, 1 h;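 active = inhibition over about 50% at 20 µM in the single-dose screen, limit read from the data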;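 also: 0% = DMSO wells and 100% = excess unlabeled CBFb competitor control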
#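 Measured by: fluorescence energy transfer, 422 nm excitation, 530/480 nm emission; Assay system: Cerulean-Runt domain; Medium: Tris pH 7.5 buffer with BSA; Measure: loss of energy transfer signal; Controls: 5 µM unlabeled CBFb as full-inhibition high control; Incubation: protein complex preformed 1 h, compound exposure 1 h, room temperature, dark.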
# p97 inhibitor = inhibitors of human p97 ATPase, primary screen, biochemical; 0.42% of 220,000 active; AID 1481, 2009; Transitional endoplasmic reticulum ATPase (Homo sapiens), P55072; inhibition, % at 8 µM; recombinant p97 ATPase, Kinase-Glo ATP luminescence, 3 h; in the data active = inhibition above about 15%;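 also: 0% = DMSO vehicle and 100% = wells lacking enzyme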
# Target sequence (P55072 whole entry, looked up): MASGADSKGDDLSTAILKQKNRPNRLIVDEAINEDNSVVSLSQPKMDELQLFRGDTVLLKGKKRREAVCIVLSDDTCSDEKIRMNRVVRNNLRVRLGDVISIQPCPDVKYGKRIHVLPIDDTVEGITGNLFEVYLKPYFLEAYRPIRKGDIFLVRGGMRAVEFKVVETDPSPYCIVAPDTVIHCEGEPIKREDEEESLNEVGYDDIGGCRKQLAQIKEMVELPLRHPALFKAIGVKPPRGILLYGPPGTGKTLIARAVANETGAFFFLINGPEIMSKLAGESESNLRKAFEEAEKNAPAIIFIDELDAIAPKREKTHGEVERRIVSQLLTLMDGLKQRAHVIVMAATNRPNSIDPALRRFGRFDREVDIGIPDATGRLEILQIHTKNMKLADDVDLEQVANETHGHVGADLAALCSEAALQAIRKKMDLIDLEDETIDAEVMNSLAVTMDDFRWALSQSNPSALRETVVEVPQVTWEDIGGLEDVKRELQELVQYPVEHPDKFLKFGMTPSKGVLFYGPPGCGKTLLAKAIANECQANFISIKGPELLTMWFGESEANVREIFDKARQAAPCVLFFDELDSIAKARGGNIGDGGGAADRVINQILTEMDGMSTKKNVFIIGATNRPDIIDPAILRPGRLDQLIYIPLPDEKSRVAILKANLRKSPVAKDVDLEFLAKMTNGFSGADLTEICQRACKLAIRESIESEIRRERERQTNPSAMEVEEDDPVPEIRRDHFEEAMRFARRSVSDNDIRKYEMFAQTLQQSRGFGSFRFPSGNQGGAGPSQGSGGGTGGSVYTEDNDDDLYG
# p47phox inh = p47phox/p22phox peptide binding inhibitors, primary screen, biochemical, uHTS, NADPH oxidase regulatory subunit; fluorescence polarization, 2 h; inhibition, % at 24.7 µM; 0.53% of 220,000 active;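 active = inhibition above about 30%, limit read from the data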;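 also: 0% = p47phox with labelled peptide and 100% = labelled peptide alone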
# * hit, by the source's call; i = inactive; · = not tested or not shown; [ ] = another dose, or the depositor's remark.
SMILES,Furin inhibitor,EBV gp42 block,m-calpain inh,TbHK1 inh,Runt-SMMHC FRET,RBBP9 inh,Runt-CBFb FRET,p97 inhibitor,p47phox inh
O=C(O)CCN1C(=O)c2ccc(NC(=O)c3ccco3)cc2C1=O,-15.9,6.8,-36.6,-5.0,-6.2,-1.5,1.7,-6.8,4.6
CCC(C)NC(=O)CO/N=C/c1ccccc1OC(F)F (stereo not drawn),-18.2,-14.8,-18.4,-1.3,-1.3,3.7,-3.1,0.1,-15.5
Clc1ccc2[nH]c(-c3ccccc3)cc2c1,-16.5,7.3,-26.9,-7.1,0.9,0.5,-0.9,-0.9,-18.6
CS(=O)(=O)N1CCN(c2ccccc2F)CC1,-25.5[20 µM],-18.4,-18.0,-0.5,0.6,-4.7,-1.7,1.1,7.7
CC(C)c1cc(NCc2ccccn2)n2c(nc3ccccc32)c1C#N,-21.6,-7.7,-481.1,-3.9,29.3,-1.4,10.8,5.7,-4.2
CCCCNC(=S)N(C)N=C1CCC(c2ccccc2)CC1 (stereo not drawn),-11.9,-9.1,15.5,-3.9,1.9,-1.7,-3.5,-1.4,-6.1
CCOC(=O)C1CCCCN1Cc1cc(Cl)ccc1O (stereo not drawn),-4.2[20 µM],-2.9,-25.8,-8.7,-2.7,5.1,0.8,-2.2,2.4
Cn1nccc1C(=O)NC(=S)Nc1sc2c(c1C#N)CCCCC2,-16.5,-8.0,-65.4,-11.0,1.8,-3.9,9.1,0.1,-20.1
CCOc1ccc(-c2cn(S(=O)(=O)c3cccc4nsnc34)nc2N)cc1,-10.4[20 µM],7.7,39.7,0.7,-0.3,-13.6,-0.6,-0.9,-4.4
COC(=O)C1C(c2ccc(OC)cc2)NC(=O)NC1(O)C(F)(F)Cl (stereo not drawn),-12.9,-21.6,-0.4,-3.4,2.1,1.8,0.7,0.4,5.6
CC(C)Cn1c(N)c(C(=O)CSc2nc3ccccc3n2C)c(=O)n(C)c1=O,-17.7,-10.3,18.9,-2.0,0.4,2.2,0.0,1.4,-10.8
COc1cc2c(cc1OC)C(c1ccccc1)CC2=O (stereo not drawn),-9.3,-21.2,-5.9,-11.7,-4.6,-1.6,2.6,5.2,-5.9
Cc1cccc(NC2=NCC(=O)N2CCc2ccccc2)c1,-6.3[20 µM],-19.7,-12.9,-0.4,-5.2,0.2,-1.7,0.2,-15.6
CCC1(C)Cc2ccccc2/C(=C/C(=O)N2CCCCC2)N1 (stereo not drawn),-33.9,8.3,-22.3,-12.3,3.7,-0.3,-1.8,-8.4,-1.1
COc1ccc(-c2[nH]ncc2CN2CCC(OCc3cccnc3)CC2)c(F)c1,-21.2,-1.4,-14.4,-3.0,0.4,-5.5,0.8,0.9,1.6
CC(C)CC(=O)Nc1sc2c(c1C#N)CC(C)(C)NC2(C)C,-22.8[20 µM],7.7,19.6,-2.5,-1.5,-6.1,-0.7,1.4,-0.1
COc1ccc(CS(=O)/C(Cl)=C(/Cl)C(=O)Nc2ccc(OC)nc2)cc1 (stereo not drawn),-35.4,-22.6,-10.7,-7.7,19.9,-5.4,6.3,22.0*,26.5
O=c1[nH]nc(-c2ccc(F)cc2)cc1Cc1ccccc1,-20.7,-5.4,-4.1,-6.6,-1.3,-6.1,-0.3,1.4,-11.7
CCS(=O)(=O)c1nnnn1-c1ccccc1S(C)(=O)=O,-10.1[20 µM],-10.2,12.8,2.2,-0.9,-0.7,1.1,5.8,-20.3
CCC/C=N/Nc1nc2ccccc2s1,-22.7,-6.2,4.9,3.0,1.7,2.5,2.9,4.4,-3.0
Cc1ccc(NNC(=O)c2ccno2)cc1C,-18.6,-10.4,-11.9,-19.9,1.3,-11.8,0.6,7.3,-9.0
CNC(=S)NC1(C)CCS(=O)(=O)C1 (stereo not drawn),-14.1,-21.0,-12.4,-2.9,1.2,0.3,-0.8,2.5,-15.7
CN(C)C(CNC(=O)Cc1cccc(C(F)(F)F)c1)c1ccco1 (stereo not drawn),-15.8,-16.1,1.6,0.7,-0.1,-2.1,-0.7,1.3,-21.1
CCOc1ccccc1NC(=O)COC(=O)c1cc(C(=O)OC)cc([N+](=O)[O-])c1,-15.0,-11.6,-5.2,27.2,0.3,-6.8,-0.6,2.5,-15.8
O=C(NCC1CCCO1)c1ccc(COc2ccc(Br)cc2)cc1 (stereo not drawn),-25.7,0.8,-4.0,-3.0,-2.2,6.9,-4.8,-3.9,3.6

# In a second layout: entries from further up
# Second line of a record: Furin inhibitor | EBV gp42 block | m-calpain inh | TbHK1 inh | Runt-SMMHC FRET | RBBP9 inh | Runt-CBFb FRET | p97 inhibitor | p47phox inh
CCOC(=O)C1CCCCN1Cc1cc(Cl)ccc1O (stereo not drawn)
  -4.2[20 µM] | -2.9 | -25.8 | -8.7 | -2.7 | 5.1 | 0.8 | -2.2 | 2.4
O=C(NCC1CCCO1)c1ccc(COc2ccc(Br)cc2)cc1 (stereo not drawn)
  -25.7 | 0.8 | -4.0 | -3.0 | -2.2 | 6.9 | -4.8 | -3.9 | 3.6
CCC1(C)Cc2ccccc2/C(=C/C(=O)N2CCCCC2)N1 (stereo not drawn)
  -33.9 | 8.3 | -22.3 | -12.3 | 3.7 | -0.3 | -1.8 | -8.4 | -1.1
CN(C)C(CNC(=O)Cc1cccc(C(F)(F)F)c1)c1ccco1 (stereo not drawn)
  -15.8 | -16.1 | 1.6 | 0.7 | -0.1 | -2.1 | -0.7 | 1.3 | -21.1
CC(C)c1cc(NCc2ccccn2)n2c(nc3ccccc32)c1C#N
  -21.6 | -7.7 | -481.1 | -3.9 | 29.3 | -1.4 | 10.8 | 5.7 | -4.2

# Continued:
SMILES,Furin inhibitor,EBV gp42 block,m-calpain inh,TbHK1 inh,Runt-SMMHC FRET,RBBP9 inh,Runt-CBFb FRET,p97 inhibitor,p47phox inh
COc1ccc(CNC(=O)CSc2nc3ccc(N)cc3s2)cc1,-22.0,-10.3,-34.4,-6.0,5.4,0.7,-0.4,3.6,-5.7
CCc1cc2c(=O)c(-c3nc(C)cs3)coc2cc1OC(C)C(=O)NCCO (stereo not drawn),-7.2,-3.5,54.7*,-1.7,2.5,3.2,-3.0,1.8,4.7
Cn1c(CNc2ccc(Cl)cc2)nc2ccccc21,-21.8[20 µM],-2.4,12.0,-0.8,0.7,4.8,0.3,-6.0,-0.5
CCOc1ccc2nc(SCc3ccccc3C#N)sc2c1,9.6[20 µM],-11.9,17.1,7.1,-0.6,-5.0,-3.8,-7.0,-9.0
O=C(Nc1ccnc(-c2ccncc2)n1)C1CC1,-13.8,0.6,6.2,6.6,3.4,-13.3,0.4,-3.1,1.0
O=C(Nc1ccc(Cl)cc1)Nc1nnc(SCc2ccc(Cl)cc2)s1,-11.7,-0.2,-10.6,-4.7,3.3,-1.9,4.4,1.1,1.6
CCOC(=O)c1c(-c2ccccc2)oc2ccc(OCC(=O)O)cc12,-28.4,-25.0,-294.2,-22.9,-5.3,1.5,1.3,4.4,-2.6
CCOC(=O)C1CCN(C2CCN(Cc3nc(-c4ccccc4)no3)CC2)CC1,-27.0,-13.7,-0.8,1.5,0.6,9.1,1.9,-3.8,-3.2
O=C(c1ccc(Cl)cc1[N+](=O)[O-])N1CCOCC1,-16.3,-13.4,11.0,-33.9,-0.4,-7.0,·,2.6,-8.7
N#CCCN(C(=O)COc1ccc(F)cc1Br)c1ccccc1F,-4.4,-8.6,13.4,-3.1,-0.1,-3.8,-1.3,-2.3,-1.9
COc1ccc(CCNC(=O)CSc2nn(-c3ccccc3)c(=S)s2)cc1,-23.8,0.6,-1.7,4.7,-0.2,-10.3,-1.9,-4.7,-8.7
O=C(NCCCN1CCN(c2ccccc2F)CC1)C1CCN(S(=O)(=O)c2cccs2)CC1,-9.5,-8.1,14.2,7.7,5.4,-7.2,0.8,0.8,-2.2
Cc1cccc(NC(=O)CC(C)(C)C)c1,-21.6[20 µM],-5.2,15.3,-1.6,-0.1,-2.9,-1.6,3.9,5.5
CCC(Oc1ccccc1)C(=O)N1CCN(CC)CC1 (stereo not drawn),-15.0[20 µM],-15.9,-33.7,-3.0,1.5,2.9,0.4,2.5,-18.5
O=C(COC(=O)c1ccccc1F)Nc1cccnc1Cl,-19.7,1.9,-21.6,-4.7,-0.2,-5.7,0.0,2.2,-2.6
COc1ccc(Cl)cc1C(=O)CSc1nnnn1C,-18.2,3.1,-2.6,-0.5,-1.4,-8.4,-1.4,-1.3,-3.8
COCC(=O)N/N=C/c1c(C)[nH]n(-c2ccccc2)c1=O,-13.5,-9.1,24.1,-35.0,-4.0,2.2,-2.6,0.3,0.8
COC(=O)C(CC(=O)Nc1cc(C)ccc1C)Nc1ccccc1OC (stereo not drawn),-12.6,4.3,35.5,43.6,0.9,-10.6,0.5,0.1,-4.1
Cc1ccnc(NS(=O)(=O)c2ccc(NC(=O)c3ccc(Br)o3)cc2)n1,-8.0,-8.9,-15.3,-3.2,-2.4,-7.3,-2.3,4.3,-13.4
O=C(OCc1cc(Cl)ccc1OC(F)F)c1cc(S(=O)(=O)O)ccc1O,-13.4,-6.2,-34.2,-3.2,-0.2,-4.1,-0.7,3.8,-7.4
COc1ccc(-c2nnsc2N2C(=O)c3ccccc3C2=O)cc1,-20.5,-6.4,7.4,-17.5,1.4,-4.1,-0.7,7.0,-6.7
CCc1cc(CNC(=O)CC2C(=O)NCCN2Cc2c(F)cccc2Cl)on1 (stereo not drawn),-24.8,10.5,-4.7,-0.1,-1.4,1.2,0.5,2.7,91.3*
COCCCNC(=O)/C(C#N)=c1\s/c(=C\c2ccccc2OC(F)F)c(=O)n1CCCOC,-17.9,-30.4,-19.6,0.9,-11.6,-4.6,-12.9,1.1,-4.0
CCOc1ccc(NC(=S)NN(C)C(=S)Nc2ccc(OCC)cc2)cc1,-30.2,-23.1,-3.7,0.7,6.9,-6.9,13.2,-1.6,-5.3
Cc1c(S(=O)(=O)N2CCCC(C(=O)O)C2)cnn1C (stereo not drawn),-31.4,-15.2,-18.0,-12.0,-1.0,-4.5,0.5,3.9,-4.5

# (list continues)
SMILES,Furin inhibitor,EBV gp42 block,m-calpain inh,TbHK1 inh,Runt-SMMHC FRET,RBBP9 inh,Runt-CBFb FRET,p97 inhibitor,p47phox inh
CCOC(=O)CSc1nc(-c2ccncc2)ccc1C#N,-5.0,-9.7,-18.3,-24.7,-6.9,-0.6,-5.3,9.3,-3.3
CCCn1c(CCC(=O)O)ccc1-c1ccc(OC)cc1,-20.3[20 µM],9.8,i,0.9,40.6,-2.6,10.1,1.6,-35.0
COC(=O)c1sc(-c2cccs2)cc1NC(=O)/C=C/C(=O)O,-20.0,-14.7,-162.3,-53.0,1.7,-10.1,-1.1,24.8*,-4.0
O=C(NCc1ccc(F)cc1)c1noc2c1CCCCC2,-15.8,2.1,11.4,-1.8,-2.3,0.8,-0.8,-0.1,3.3
COc1cccc(/C=N/NC(=O)CNC(=O)COc2ccccc2)c1O,-10.6,3.9,3.7,-10.8,2.3,-12.0,3.2,-5.1,81.6*
CCSc1ccccc1C(=O)NCc1ccc(OC)cc1,-6.7[20 µM],-5.1,-13.7,-4.4,-0.4,2.4,3.8,0.1,-0.2

# High-throughput results (PubChem)
